Screens deposited in PubChem by Fisher Drug Discovery Resource Center.
NPYLR7 agonist – agonists of mosquito NPYLR7 receptor, primary screen, cell-based, Aedes aegypti, calcium fluorescence, mosquito biting behavior. HEK293T NPYLR7/Galpha15, GCaMP6s calcium fluorescence. hit rate 0.15% among 270,000. activation, % at 10 µM. Aedes aegypti neuropeptide Y-like receptor 7 (NPYLR7); in the data active = activation above about 40%;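 also: 0% = vehicle and 100% = reference agonist at the receptor; some compounds past the cut are filed as inactive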
hcGAS inh – Primary biochemical luminescence assay for human cyclic GMP-AMP synthase inhibitors; hit rate 0.081% among 290,000; AID 1259398, 2018; recombinant h-cGAS, ATP depletion, Kinase-Glo luminescence; inhibition, % at 12.5 µM; Q8N884;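 also: 0% = vehicle reaction and 100% = reaction without DNA for no activity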
Target sequence (Q8N884 whole entry, looked up): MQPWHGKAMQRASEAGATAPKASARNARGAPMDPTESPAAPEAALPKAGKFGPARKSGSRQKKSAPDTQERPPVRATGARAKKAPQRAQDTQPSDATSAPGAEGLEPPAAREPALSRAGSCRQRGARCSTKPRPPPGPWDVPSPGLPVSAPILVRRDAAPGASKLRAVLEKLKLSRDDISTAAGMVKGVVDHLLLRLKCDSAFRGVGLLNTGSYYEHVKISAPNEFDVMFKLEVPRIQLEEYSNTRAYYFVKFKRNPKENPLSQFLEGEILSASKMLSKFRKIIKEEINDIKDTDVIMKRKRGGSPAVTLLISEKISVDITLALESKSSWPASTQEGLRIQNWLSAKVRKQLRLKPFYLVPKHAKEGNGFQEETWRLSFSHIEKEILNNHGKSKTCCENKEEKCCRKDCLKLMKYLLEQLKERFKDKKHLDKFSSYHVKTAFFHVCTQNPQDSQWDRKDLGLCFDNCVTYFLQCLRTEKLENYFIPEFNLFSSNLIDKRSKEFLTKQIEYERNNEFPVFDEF
mcGAS lum – cyclic GMP-AMP synthase inhibitors, mouse, primary biochemical chemiluminescence | Q8C6L5 | recombinant cGAS, Kinase-Glo ATP depletion luminescence | inhibition, % at 12.5 µM | hit rate 0.15% among 160,000;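 also: 0% = negative control wells and 100% = reference inhibitor with no enzyme activity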
Numbers without * were called inactive; / = not tested or not shown; & = joins results of further samples. Rule as the data show it, unless noted: active = inhibition above about 40%; inactive = the rest.

Values run as follows: NPYLR7 agonist | hcGAS inh | mcGAS lum
> Cc1ccc(-c2ccnc(NC(C)Cc3ncccc3C)n2)c(C)n1 (stereo not given)
  8 | -6 | /
> Cc1cc(C)cc(CCC(=O)N2[C@@H]3CC[C@H]2CC(O)C3)c1 (stereo not given in full)
  5 | -4 | /
> Cc1ccc(C2(O)CCN(C(=O)c3cccnc3C)CC2)nc1
  8 | -3 | -17
> CCN(CC)C(=O)CN1CN(c2ccccc2)C2(CCN(C(=O)C(c3ccccc3)c3ccccc3)CC2)C1=O
  34 | -6 | -6
> COc1ccc(OC)c2sc(N3CCCCC3)nc12
  8 | -8 | -7
> COCCN1CC(CO)C2(CCN(C(=O)c3cnn(C)c3)CC2)C1 (stereo not given)
  / | -13 | -8
> O=C(NCC(c1ccccn1)N1CCOCC1)c1scc2c1CCCC2 (stereo not given)
  16 | -3 | -11
> CS(=O)(=O)N1CCN(C(=O)CCC2NC(=O)c3ccccc3NC2=O)CC1 (stereo not given)
  -4 | 1 | /
> CC(C)c1nnc2c3ccccc3nc(N3CCCN(C(=O)c4ccc(F)cc4F)CC3)n12
  3 | -6 | /
> O=C(NC1CC1)c1coc(CN(Cc2ccc(F)cc2)Cc2cccc(F)c2)n1
  17 | 0 | -5
> COc1ccc(NC(=O)c2sc(=O)n(Cc3ccccc3OC(C)=O)c2C)cc1
  -2 | -5 | /
> CC(C(=O)NS(=O)(=O)CC(C)(C)C)c1ccc(F)cc1F (stereo not given)
  5&-1 | -11&0 | -1
> Cc1ccccc1N1CCN(c2ncnc3sc4c(c23)CC(C)CC4)CC1 (stereo not given)
  1 | -9 | /
> Cn1cnc([N+](=O)[O-])c1N1CCN(c2ccccc2O)CC1
  0 | -3 | /
> CC1CCCCC1NC(=O)Cn1ncc2ccccc2c1=O (stereo not given)
  -8 | 2 | /
> O=C(c1ccccn1)N1CCN(CC(OCc2ccc(C(F)(F)F)cc2)c2ccc(Cl)cc2)CC1 (stereo not given)
  5 | -9 | -7
> COc1ccc(OC)c(-c2n(C)c3ccccc3[n+]2C)c1
  5 | -10 | /
> O=C1CC(C(=O)N2CCCC2c2ccsc2)CN1C1CCS(=O)(=O)C1 (stereo not given)
  0 | -5 | /
> CCCn1cc(C(=O)N2CC(Oc3ccccc3OC)C2)c(C)n1
  1 | 5 | /
> NS(=O)(=O)c1ccc(Sc2ccc3c(c2)OCCCO3)nc1
  6 | -9 | -6
> Cc1ccc(-c2noc(CN3CCN(C(=O)C(C)C)CC3)n2)cc1
  0 | -8 | /
> O=C(CC(c1ccc2c(c1)OCO2)c1c[nH]c2ccccc12)NCc1ccc(F)cc1 (stereo not given)
  -1 | 1 | 0
> CCS(=O)(=O)c1nc(S(=O)(=O)c2ccc(Cl)cc2)c(NC2CCCC2)s1
  14 | -2 | -5
> Cn1cc(C(CC(=O)NCc2ccccn2)c2cccc(C(F)(F)F)c2)c2ccccc21 (stereo not given)
  3 | -6 | -7
> O=C(NCc1ccccc1Cn1cccn1)C1CCC(=O)N(Cc2ccccn2)C1 (stereo not given)
  11 | -9 | /
> CCOC(=O)c1ccccc1NC(=O)CSc1ccc2nnc(-c3ccc(Cl)cc3)n2n1
  4 | -3 | -4
> COC(=O)c1ccccc1NC(=O)CCc1c(C)[nH]c(=O)n(C)c1=O
  -11 | 0 | -5
> Cc1sc2nc(SCC(=O)Nc3ccc(O)cc3)n(Cc3ccco3)c(=O)c2c1C
  -3 | -5 | -6
> CN(Cc1cnc2c(-c3ccccc3)cnn2c1)Cc1nccn1C
  2 | 4 | 2
> CCCOc1ccccc1NC(=O)c1sc(-c2ccccn2)nc1C
  10 | -7 | /
> C[C@H](NC(=O)C(C)(C)C)C(=O)N1CCC(C(=O)N2CCCCC2)CC1
  1 | -3 | -3
> Cc1cccc(Oc2cnn(-c3ccc(F)cc3)c(=O)c2Nc2ccc(C(=O)N3CCCC3)cc2)c1
  7 | -8 | -6
> Cc1ccc(CNC(=O)C(C)(C)C#N)c(OC2CCOC2)c1 (stereo not given)
  -24&3 | -8&-6 | /
> Cc1cccc(Cn2nc(C)cc2NC(=O)Cc2nonc2C)c1
  0 | -3 | -9
> CCCNC(=O)C1(C)CCCN(Cc2ccc(C#N)cc2)C1 (stereo not given)
  10 | 0 | -2
> CCN(CC)S(=O)(=O)c1cc(OC)c(Br)cc1OC
  15 | -5 | /
> COc1ccc(OCC(O)CN(CCC(C)C)Cc2cccc(OC)c2)cc1 (stereo not given)
  25 | -1 | 79*
> Cn1c2c(c(=O)n(C)c1=O)C(c1cccs1)C1C(=O)OCC1=N2 (stereo not given)
  -3 | 2 | -1
> CCCCC1C(=O)NCCN1C(=O)c1oc2c(Cl)cccc2c1C (stereo not given)
  -6&0 | -4&-4 | /
> C=CCCC(O)CN(Cc1ccccc1)Cc1cccs1 (stereo not given)
  31 | -1 | -4
> Cc1cc(C(F)(F)F)nn1Cc1ccc(C(=O)O)cc1
  0 | -2 | /
> Cc1cc(C)c(S(=O)(=O)N2CCN(CC(=O)N3CCOC3=O)CC2)c(C)c1
  -1 | -7 | /
> O=C(c1cnn(Cc2ccccc2)c1)N1CCCC(c2ccn[nH]2)C1 (stereo not given)
  0 | -8 | /
> COCCCn1ccc2nc3ccn(-n4c(C)nnc4C)c(=O)c3cc2c1=O
  5 | -6 | /
> Cc1ccc(CCNC(=O)C2CCCN2C(=O)C2CCCCC2)cc1 (stereo not given)
  27 | -3 | /
> O=C(CCS(=O)(=O)C1CCCC1)Nc1cccc(OCc2ccncc2)c1
  9 | -6 | /
> Cc1c(-c2nc(CC3CCN(C)CC3)no2)nnn1Cc1ccccc1
  4 | -3 | -6
> CCn1c(C2CCCN(C(=O)Cc3ccccc3Cl)C2)nn(C)c1=O (stereo not given)
  7 | -5 | -13
> O=C(c1ccc(F)cc1)N1CCCC(OCc2ccc(Br)cc2)C1 (stereo not given)
  -4 | 0 | /
> CN(C)C(=O)N(Cc1ccc(OS(C)(=O)=O)cc1)Cc1ccco1
  8 | -5 | -4
> CCCc1cnc2c(c1SCc1cccc(C)c1)c(=O)n(C)c(=O)n2C
  3 | -10 | -9
> C[C@@H]1CN(C(=O)c2ccc3oc(Cc4ccc(Cl)cc4)nc3c2)C[C@H](C)O1
  1 | -7 | /
> COc1cc2nc(-c3ccccc3I)oc(=O)c2cc1OC
  5 | 1 | -5
> CN(C)S(=O)(=O)c1ccc(=O)n(CC(=O)N(C2CCCC2)C2CCS(=O)(=O)C2)c1 (stereo not given)
  1 | -10 | /
> CCC1CCC2(CC1)NC(=O)N(CC(=O)NC1CCCCCCC1)C2=O (stereo not given)
  2 | -9 | -7
> O=C(c1ccccc1F)N1CCc2cc(S(=O)(=O)N3CCCCC3)ccc21
  -4 | -7 | /
> CS(=O)(=O)Nc1cccc(C(=O)N2CCCC2c2ccc(F)cc2)c1 (stereo not given)
  0 | -4 | /
> O=S(=O)(Nc1ccc(F)cc1F)c1ccc(Cl)cc1F
  0 | 1 | /
> O=c1nc(SCc2ccccn2)c2c(n1CCO)CCC2
  -4 | -7 | -9
> Cc1ccc(C)c(Nc2nc(-c3ccc([N+](=O)[O-])cc3)cs2)c1
  -2 | -5 | /

Another view of 2 compounds above:
SMILES: CCOC(=O)c1ccccc1NC(=O)CSc1ccc2nnc(-c3ccc(Cl)cc3)n2n1
  NPYLR7 agonist: 4 | hcGAS inh: -3 | mcGAS lum: -4

SMILES: COC(=O)c1ccccc1NC(=O)CCc1c(C)[nH]c(=O)n(C)c1=O
  NPYLR7 agonist: -11 | hcGAS inh: 0 | mcGAS lum: -5

Further records
Values run as follows: NPYLR7 agonist | hcGAS inh | mcGAS lum
> CCOC(=O)c1ccc(OC2CC3CCC(C2)N3C(=O)c2ccc(CSc3ncccn3)cc2)cc1 (stereo not given)
  3 | -14 | -7
> CCn1c(C2CCN(c3ccc(-c4nc(C)no4)cn3)CC2)nn(C)c1=O
  -2 | -4 | /
> C=CCOc1cccn2c(N(C)C(=O)C3CC3)c(CC)nc12
  1 | 0 | -3
> O=C(COc1ccc(Br)cc1)NCc1ccncc1
  -1 | 4 | 0
> COCCNC(=O)Cn1c(CO)cnc1SCC(=O)Nc1ccccc1C(F)(F)F
  6 | -2 | /
> CCOC(=O)c1nn(-c2ccc(C)cc2)c(=O)cc1N1CCN(C(=O)c2ccco2)CC1
  8 | -4 | /
> CC(C)c1nccc(CN2CCC(OCc3cccnc3)CC2)n1
  20 | -4 | /
> Cc1cccc(Cc2ccc3ncc(-c4cccnc4)n3n2)c1
  5 | 1 | 0
> CCc1nc(CN2CCOc3c(cc(-c4ccc(OC)nn4)cc3OC)C2)c(C)[nH]1
  -1 | -4 | -11
> CC[C@H](NC(=O)c1cccc(NCc2ccccn2)c1C)c1ccccc1
  3 | -10 | /
> COCC1(NC(=O)CC2C(=O)N(C)C(=O)N2C)CCCC1 (stereo not given)
  -4 | 0 | /
> CCOc1ccc(CN2CCNC(=O)C2CC(=O)N2CCN(C3CCCC3)C(=O)C2)cc1 (stereo not given)
  9 | -5&-7 | /
> COc1cn(CC(=O)Nc2cc(C)ccc2C)c(CSc2nc(C)cc(C)n2)cc1=O
  -3 | -6 | -10
> CC(OCc1ccccc1)C(=O)NC(C)c1nc(C(C)(C)C)no1 (stereo not given)
  8 | 3 | /
> CC(=O)N1N=C(c2ccccc2)OC1C(=O)N(C)Cc1ccco1 (stereo not given)
  15 | -9 | /
> COc1ccccc1C1c2cccn2CCCN1Cc1ccc2c(c1)OCCO2 (stereo not given)
  -1 | -8 | -7
> CCc1noc(CN(C)C(=O)NC2CCOc3c(C)cc(C)cc32)n1 (stereo not given)
  2 | -12 | /
> CCN1CCN(C(=O)Nc2c(C)cccc2C(C)C)CC1
  6 | -5 | -7
> CCOC(=O)C1(CCOc2ccccc2)CCN(Cc2c(C)nn(C(C)C)c2C)CC1
  6 | -2 | -4
> O=C(Nc1ccncc1)c1c[nH]c2c(C(F)(F)F)cccc2c1=O
  3 | -13 | -9

Part of the list above in another layout.
CCc1nc(CN2CCOc3c(cc(-c4ccc(OC)nn4)cc3OC)C2)c(C)[nH]1
  NPYLR7 agonist: -1
  hcGAS inh: -4
  mcGAS lum: -11

CCn1c(C2CCN(c3ccc(-c4nc(C)no4)cn3)CC2)nn(C)c1=O
  NPYLR7 agonist: -2
  hcGAS inh: -4
  mcGAS lum: /

CCN1CCN(C(=O)Nc2c(C)cccc2C(C)C)CC1
  NPYLR7 agonist: 6
  hcGAS inh: -5
  mcGAS lum: -7

CCOC(=O)c1ccc(OC2CC3CCC(C2)N3C(=O)c2ccc(CSc3ncccn3)cc2)cc1 (stereo not given)
  NPYLR7 agonist: 3
  hcGAS inh: -14
  mcGAS lum: -7

(next part)
Values run as follows: NPYLR7 agonist | hcGAS inh | mcGAS lum
> CCc1ccc(C(=O)NNC(=O)COC)cc1
  7 | -7 | /
> CCCc1nc(N2CCN(S(=O)(=O)c3ccc(OC)cc3)CC2)c2c(-c3ccccc3)noc2n1
  -1 | 6 | -1
> O=C(c1ccco1)N(Cc1nccn1Cc1ccc(C(F)(F)F)cc1)CC1CCCO1 (stereo not given)
  -1 | -3 | 1
> O=C(NCCC1CCCO1)c1c(-n2cccc2)sc2c1CCCC2 (stereo not given)
  1 | -7 | /
> Cn1nnc2c(N3CCN(S(=O)(=O)c4ccccc4)CC3)ncnc21
  0 | -7 | /
> CCCc1[nH]n(-c2cccc(Cl)c2)c(=O)c1/C=C1\NC(=O)N(Cc2ccc(C)cc2)C1=O
  -2 | 7 | 1
> CCOC(=O)c1cnc(SCC(=O)OC)nc1N
  -2 | -3 | /
> CCn1cc(C(=O)N2CCN(Cc3ccc(C)cc3)CC2)c2nn(-c3ccccc3)c(=O)c-2c1
  -3 | -4 | -3
> O=C(NCc1nc2c(s1)CCCC2)c1cn[nH]n1
  -1 | -4 | -11
> COc1ccccc1N(CN1C(=O)c2ccc(Br)cc2C1=O)C(C)=O
  -14 | -8 | -5
> O=C(NCCN1CCOCC1)N1CCOC2CCCC21 (stereo not given)
  9 | 9 | /
> COCC(=O)Nc1cc(C(=O)N2CCC(c3ccccc3F)C2)cc2nc(-c3cccnc3)n(C)c12 (stereo not given)
  22 | -9 | -12
> Cc1ccc(C2c3cccn3CCCN2Cc2ccc(O)cc2O)cc1C (stereo not given)
  2 | 1 | 0
> COc1ccc(-c2ncnc3sc(C)c(C)c23)c2cccnc12
  0 | -2 | -7
> CCCCCCCC(=O)N1CCSC1c1ccc(Cl)cc1Cl (stereo not given)
  -1 | -6 | -6
> CN(C)C1CCN(C(=O)c2ccc(NC(=O)Nc3ccc(-c4nc(N5CCOCC5)nc(N5CCOCC5)n4)cc3)cc2)CC1
  0 | -7 | -11
> CCCCSc1n[nH]c(=S)c2nc[nH]c12
  6 | -3 | /
> COc1ccccc1C(=O)N(Cc1ccc(C)cc1)Cc1nc2cc(C)ccc2o1
  -3 | -29 | -5
> Cc1cccc(OCCSCc2nc(N)nc(N)n2)c1
  16 | -10 | /
> CCC(CC)NC(=O)Nc1ccc2[nH]c(=O)sc2c1
  9 | -4 | /
> CN(CCc1cnn(C)c1)C(=O)c1cn(CC2COc3ccccc3O2)nn1 (stereo not given)
  12 | -4 | /
> Cc1cc2c(=O)n(C)c(SCC(=O)Nc3ccc(O)cc3)nc2s1
  -6 | 2 | /
> Cc1cc(C)cc(NC(=O)Cn2c(-c3nnc(C(C)C)o3)cc3ccccc32)c1
  -6 | -4 | -10

Rows were taken by chance. Share with any hit: about 0.29%.
